Bioassay records deposited in PubChem BioAssay by NCI.
All columns: NCI-60 one-dose screen, growth in % after 48 h at 10 µM unless noted; 100 = growth as untreated, 0 = no growth, -100 = all killed.
SK-OV-3: SK-OV-3 ovarian cancer cells. AID 1794785. actives 3.2% (n = 80,000)
SF-295: SF-295 CNS cancer cells; actives 5.6% (n = 79,000)
OVCAR-5: OVCAR-5 ovarian cancer. AID 1794783. actives 2.9% (n = 82,000)
OVCAR-3: OVCAR-3 ovarian cancer. actives 7% (n = 79,000). AID 1794787
PC-3: PC-3 prostate cancer cells; actives 3.9% (n = 80,000)
OVCAR-4: OVCAR-4 ovarian cancer cells; actives 3.7% (n = 80,000)
U251: U251 CNS tumor cells | AID 1794753 | actives 5.4% (n = 80,000)
DU-145: DU-145 prostate cancer. AID 1794760. actives 4.2% (n = 81,000)
OVCAR-8: OVCAR-8 ovarian cancer; actives 4.4% (n = 81,000); AID 1794782
Numbers without * were called inactive; . = no result given; & = joins results of further samples. Rule for the calls: active = growth percent below 10; inactive = the rest. The order is random. Share with any hit: about 11%.

SMILES | SK-OV-3 | SF-295 | OVCAR-5 | OVCAR-3 | PC-3 | OVCAR-4 | U251 | DU-145 | OVCAR-8
CC(=O)/C=C\C(C)=O | 117.1 | 98.4 | 110.6 | 102.9 | 101.5 | 113.0 | 101.0 | 104.2 | 104.5
CN1C(=O)CCS(=O)(=O)C1c1ccc(Cl)c(Cl)c1 (stereo not given) | 109.0 | 107.8 | 101.0 | 109.0 | 98.3 | 103.4 | 98.9 | 106.1 | 101.1
CCOC(=O)c1ccc(NC(C)=O)cc1 | 107.3&109.6 | 107.1&101.0 | 94.6&102.7 | 117.9&115.7 | 100.6&101.3 | 100.7&97.7 | 102.2&98.6 | 104.4&112.1 | 104.0&103.8
NCCN1CCN(c2nccc(-c3ccc(Cl)cc3)n2)CC1 | 83.2 | 92.1 | 81.8 | 84.9 | 71.6 | 91.0 | . | 88.3 | 92.1
COC1(OC)C2(Cl)CC(OC(C)=O)C1(Cl)C(Cl)=C2Cl (stereo not given) | 108.4 | 91.3 | 105.4 | 111.2 | 103.4 | 111.2 | 105.7 | 112.0 | 105.2
CCOP(=O)(OCC)C(NC(=O)c1ccccc1)C1=NCCS1 (stereo not given) | 97.6 | 102.3 | 103.3 | 101.3 | 93.8 | 99.4 | 104.1 | 105.9 | 101.3
C[C@H]1[C@H]2[C@H]3CC[C@@H]4[C@@]5(C)CCCNC(C)(C)[C@@H]5CC[C@@]4(C)[C@]3(C)CC[C@@]2(C(=O)N2CCN(C)CC2)CC[C@@H]1C | 105.0 | 101.5 | 100.4 | 110.9 | 99.5 | 106.4 | 99.2 | 108.7 | 101.5
Cc1ccccc1NNc1ccccc1C | 110.6 | 115.4 | 99.9 | 110.0 | 105.2 | 101.2 | 107.8 | 109.0 | 104.6
Cc1ccc2oc(=O)cc(CSC(=S)N3CCOCC3)c2c1 | 104.8 | 95.0 | 98.8 | 92.0 | 91.8 | 77.8 | 87.8 | 95.7 | 98.7
COc1ccc(S(=O)(=O)n2ccc(-c3ccc4c(c3)CCC(C)(C)O4)n2)cc1 | 90.4 | 47.7 | 108.8 | 81.2 | 78.0 | 52.3 | 84.2 | . | 83.8
COCCOC(=O)c1cccc(C)c1 | 99.8 | 91.1 | 97.3 | 109.2 | 97.7 | 112.7 | 97.5 | 112.5 | 105.8
Cc1nc(C(Cl)(Cl)Cl)[nH]c(=O)c1SCCO | 103.7 | 108.6 | 122.2 | 114.7 | 98.3 | . | 104.0 | 113.1 | 106.6
COc1cc(Cn2c(SCC(=O)NCc3ccc(S(N)(=O)=O)cc3)nc3ccccc3c2=O)cc(OC)c1OC | 94.5 | 104.9 | 102.0 | . | 102.8 | 116.3 | 103.0 | 103.0 | 87.6
CC(=O)NC1=NC(=O)/C(=C/c2ccccc2Cl)N1C | 117.6 | 115.6 | 108.6 | 114.8 | 93.8 | 102.0 | 96.7 | . | 98.9
CS(=O)(=O)N1CCN(S(=O)(=O)c2ccc3c(c2)CN(C(=O)C(F)(F)F)CC3)CC1 | 105.1 | 100.8 | 109.2 | 118.0 | 99.7 | 109.0 | 116.8 | 113.7 | 98.3
CN(C)C(=O)c1cc2cnc(Nc3ccc(-c4csc5c(=O)cc(N6CCNCC6)oc45)cc3)nc2n1C1CCCC1 | 32.2 | 15.2 | 22.9 | 20.6 | 10.0 | 29.7 | . | 29.9 | 20.7
COC(=O)[C@]12CCC(C)(C)C[C@H]1C1=CC[C@@H]3[C@@]4(C)C=C(N5CCOCC5)C(=O)C(C)(C)[C@@H]4CC[C@@]3(C)[C@]1(C)CC2 | 124.0 | 110.6 | 110.8 | 104.5 | 68.0 | 129.3 | 93.4 | 104.5 | 109.1
O=C1Nc2ccccc2N2C1=NNC(=S)N2c1ccccc1 | 107.0 | 104.9 | 100.1 | 84.0 | 99.2 | 75.3 | 76.6 | 93.3 | 101.9
O=C(/C=C\c1cccc([N+](=O)[O-])c1)c1ccccc1 | 114.9 | 89.9 | 111.1 | -83.0* | 40.7 | 54.4 | 31.1 | 59.0 | 74.1
CCCC1(/C=N/NC(N)=O)NC(=O)NC1=O (stereo not given) | 107.5 | 111.1 | 107.4 | 124.6 | 106.0 | 110.0 | 107.3 | 110.8 | 108.4
O=C1c2cc(Cl)ccc2Oc2cc([N+](=O)[O-])ccc2N1c1ccc(I)cc1F | 99.3 | 98.7 | 99.1 | 107.2 | 96.5 | 86.8 | 92.1 | 99.4 | 97.7
CCOC(=O)c1sc(Nc2ncccn2)nc1-c1ccccn1 | 76.4 | 84.2 | 93.1 | 82.3 | 86.3 | 42.0 | 73.2 | 92.3 | 85.7
COc1ccc(-c2nc(NCC(=O)c3ccc(Cl)c(Cl)c3)[nH]c(=O)c2C#N)cc1 | 96.6 | 95.6 | 95.9 | 106.3 | 100.7 | 105.2 | 103.8 | 101.7 | 102.8
CN(C)c1nc2ncnc(N(C)C)c2[nH]1 | 113.0 | 86.4 | 109.3 | 101.5 | 85.4 | 98.6 | 104.9 | 104.0 | 105.5
CCOC(=O)c1cnc(Nc2nc3ccccc3s2)[nH]c1=O | 99.1 | 85.2 | 77.9 | 107.1 | 98.5 | 97.7 | 100.8 | 116.7 | 95.4
O=C(Nc1ccccn1)c1ccc2ccc3ccc(C(=O)Nc4ccccn4)nc3c2n1 | 100.5 | 99.0 | 92.1 | 115.8 | 103.0 | 101.0 | 96.1 | 110.7 | 102.9
CCOC(=O)SC1=Nc2c(c(-c3ccccc3)cn2-c2ccc(C)cc2)C2=NCCN12 | 101.2 | 105.9 | 100.1 | 103.6 | 89.1 | 99.4 | 100.9 | 107.5 | 101.0
COC(=O)c1ccc(O)c(N)c1 | 112.9 | 106.0 | 97.8 | 107.1 | 91.0 | 106.4 | 100.6 | 113.3 | 106.9
COc1c2c(c(Br)c3c1C(CCc1ccccc1)N(C)CC3)OCO2 (stereo not given) | 76.8 | 40.6 | 29.9 | 55.5 | 41.3 | 59.9 | 43.3 | 56.7 | 48.4
CCCCCCCCNC(=O)C(C)C | 105.1 | 100.5 | 97.9 | 108.9 | 94.9 | 96.9 | 100.8 | 105.3 | 108.5

Nothing new here: an excerpt of the list.
SMILES | SK-OV-3 | SF-295 | OVCAR-5 | OVCAR-3 | PC-3 | OVCAR-4 | U251 | DU-145 | OVCAR-8
CCCC1(/C=N/NC(N)=O)NC(=O)NC1=O (stereo not given) | 107.5 | 111.1 | 107.4 | 124.6 | 106.0 | 110.0 | 107.3 | 110.8 | 108.4
O=C1c2cc(Cl)ccc2Oc2cc([N+](=O)[O-])ccc2N1c1ccc(I)cc1F | 99.3 | 98.7 | 99.1 | 107.2 | 96.5 | 86.8 | 92.1 | 99.4 | 97.7
CCOC(=O)c1sc(Nc2ncccn2)nc1-c1ccccn1 | 76.4 | 84.2 | 93.1 | 82.3 | 86.3 | 42.0 | 73.2 | 92.3 | 85.7
COc1ccc(-c2nc(NCC(=O)c3ccc(Cl)c(Cl)c3)[nH]c(=O)c2C#N)cc1 | 96.6 | 95.6 | 95.9 | 106.3 | 100.7 | 105.2 | 103.8 | 101.7 | 102.8
CN(C)c1nc2ncnc(N(C)C)c2[nH]1 | 113.0 | 86.4 | 109.3 | 101.5 | 85.4 | 98.6 | 104.9 | 104.0 | 105.5
CCOC(=O)c1cnc(Nc2nc3ccccc3s2)[nH]c1=O | 99.1 | 85.2 | 77.9 | 107.1 | 98.5 | 97.7 | 100.8 | 116.7 | 95.4
O=C(Nc1ccccn1)c1ccc2ccc3ccc(C(=O)Nc4ccccn4)nc3c2n1 | 100.5 | 99.0 | 92.1 | 115.8 | 103.0 | 101.0 | 96.1 | 110.7 | 102.9
CCOC(=O)SC1=Nc2c(c(-c3ccccc3)cn2-c2ccc(C)cc2)C2=NCCN12 | 101.2 | 105.9 | 100.1 | 103.6 | 89.1 | 99.4 | 100.9 | 107.5 | 101.0

Additional compounds
SMILES | SK-OV-3 | SF-295 | OVCAR-5 | OVCAR-3 | PC-3 | OVCAR-4 | U251 | DU-145 | OVCAR-8
CC(=O)Oc1ccc(OC(C)=O)c(OC(C)=O)c1 | 91.9 | 107.6 | 91.0 | 122.6 | 96.3 | 111.3 | 105.6 | 122.5 | 113.7
Cc1cc(N2CCOCC2)nc(N(CCCNc2ccnc3cc(Cl)ccc23)Cc2ccc3c(c2)OCO3)n1 | 18.9 | -69.0* | 22.7 | -88.6* | 15.9 | -37.9* | -47.6* | 20.3 | -52.4*
O=C(CN1CCN(c2cc(=O)[nH]c3ccc(F)cc23)CC1)Nc1ccccc1[N+](=O)[O-] | 106.7 | 106.0 | 94.6 | 97.2 | 88.6 | 84.8 | 99.6 | 105.0 | 93.5
COC(=O)c1nc(=S)[nH]c(C(=O)OC)c1C(=O)c1ccccn1 | 63.2 | -1.2* | 57.9 | 34.5 | 31.1 | 25.3 | 31.0 | 39.5 | 20.6
Nc1c(C(=O)O)cc(Cl)cc1[N+](=O)[O-] | 101.1 | 108.8 | 90.4 | 104.7 | 80.8 | 99.5 | 104.2 | 108.5 | 92.7
CCC(=O)c1ccccc1C | 110.4 | 120.8 | 114.2 | 114.2 | 87.7 | 108.1 | 108.3 | 120.9 | 105.6
CC(C)(C)NSc1nc2ccccc2s1 | 94.6 | 100.7 | 101.4 | 100.6 | 82.0 | 88.9 | 95.3 | 106.2 | 100.1
O=c1[nH]cc(C(O)Cc2ccccc2)c(=O)[nH]1 (stereo not given) | 110.8 | 79.7 | 100.8 | 124.1 | 101.7 | 98.7 | 101.4 | 115.1 | 105.6
CC1C(=O)NC2=Nc3ccccc3C(=O)NN21 (stereo not given) | 104.9 | 104.9 | 96.5 | 115.8 | 92.4 | 106.7 | 100.8 | 119.1 | 99.7
C=CCc1c(C)[nH]c2ccccc2c1=O | 115.1 | 98.3 | 110.5 | 104.6 | 111.1 | 105.9 | 108.2 | 103.0 | 103.9
Cc1ccc([N+]2=NOC(=O)C2CN2CCNCC2)cc1 (stereo not given) | 97.3 | 98.7 | 96.8 | 101.1 | 88.6 | 114.7 | 91.3 | 102.2 | 104.3
COC(=O)C1(C)CCc2c(ccc3ccc(OC)cc23)C1=O (stereo not given) | 111.4 | 99.1 | 105.9 | 105.4 | 99.1 | 90.3 | 87.6 | 111.1 | 97.3
COC(=O)/C=C1/CCC2C3CCC4=CC(=O)C(Br)CC4(C)C3C(=O)CC12C (stereo not given) | 103.4 | 95.4 | 112.2 | 89.5 | 53.5 | 67.8 | . | 75.0 | 63.1
COc1cc(CNC(=O)/C=C/C=C/c2ccc3c(c2)OCO3)ccc1OCc1cn(-c2ccc(Br)cc2)nn1 | . | 76.3 | 88.6 | 82.4 | 80.6 | 49.4 | 79.6 | 75.8 | 74.7
[O-][n+]1ccc(CC(O)(C(F)(F)F)C(F)(F)F)cc1 | 100.1 | 104.8 | 107.1 | 105.9 | 106.4 | 111.3 | 106.0 | 114.4 | 95.4
CCCCCCCCCCCC(=O)N(CCOC(=O)C(C)(C)C)CCOC(=O)C(C)(C)C | 82.1 | 77.6 | 100.3 | 102.5 | 97.1 | 92.3 | . | 104.8 | .
Cc1cccc(C)c1Nc1nnc(-c2ccccc2)s1 | 98.3 | 99.5 | 104.8 | 110.0 | 89.4 | 102.0 | 91.4 | 108.1 | 95.0
O=C(Nc1ccccc1)Oc1ccc([N+](=O)[O-])cc1 | 93.6 | 98.1 | 100.6 | 107.3 | 99.3 | 106.1 | 100.5 | 108.0 | 100.8
CCCCNC(=O)Oc1ccc(/C(=C(/C)Cc2ccc(OC)cc2)c2ccc(OCCN3CCCC3)cc2)cc1 | 89.1 | 69.7 | 86.0 | 56.1 | 60.7 | 68.9 | 41.3 | 80.1 | 69.6
COc1ccc(NC2CCC(=O)N2CN2C(=O)CCC2Nc2ccc(OC)cc2)cc1 (stereo not given) | 96.8 | 87.4 | 96.9 | 108.7 | 65.7 | 103.4 | 99.2 | 76.6 | 88.0
CCc1c2c(c(C)c3oc4cc(OC)ccc4c13)C(=O)N(O)C2=O | 121.6 | 101.2 | 99.0 | 112.9 | 89.4 | 103.5 | 100.9 | 108.4 | 105.5
COc1cc(/C=C2\SC(=O)N(Cc3ccc(-c4ccccc4C#N)cc3)C2=O)ccc1O | 96.5 | 99.7 | 103.5 | 114.6 | 105.9 | 102.3 | 93.3 | 107.4 | 103.7
N#Cc1c(-c2ccc(Cl)cc2Cl)c(C#N)c(=O)n(-c2ccccn2)c1N | 99.9 | 105.2 | 89.8 | 100.7 | 85.5 | 104.3 | 95.7 | 103.4 | 99.5
C#CC[C@@H]1C[C@]2(C)[C@H]3CC=C4[C@H]5[C@@H](C)[C@H](C)CC[C@]5(C(=O)NCCCN5CCN(CCCN)CC5)CC[C@@]4(C)[C@]3(C)CC[C@H]2C(C)(C)[C@H]1OC(C)=O | 115.4 | . | 29.4 | -73.7* | 15.0 | -17.5* | -75.8* | 0.4* | -58.3*
CCCCN(CCCC)S(=O)(=O)c1ccccc1 | 97.0 | 104.6 | 86.8 | 107.0 | 99.4 | 84.9 | 93.1 | 101.0 | 111.9
CC(C)CNCCCCC(=O)Nc1ccc(C(=O)OCC(C)C)cc1 | 114.4 | 115.8 | 113.3 | 127.0 | 86.9 | 114.6 | 93.3 | 125.3 | 105.5
COc1cc(/C=C/C(=O)c2cc(-c3ccc(O)cc3)ccc2O)cc(OC)c1OC | 106.0 | . | 103.1 | . | 52.3 | 83.5 | 71.2 | 91.4 | 70.9
C=C(C(=O)O)[C@@H]1CC/C(C)=C/CC[C@@]2(C)O[C@H]2[C@H]1O | 99.6 | 95.7 | 112.1 | 98.1 | 88.2 | 104.9 | 93.6 | 91.4 | 91.8
N#C/C(=C1C=C/C(=N/O)C=C/1Cl)c1ccccc1 | 104.0 | 104.2 | 91.2 | 98.0 | 88.4 | 102.8 | 99.4 | 105.1 | 116.0
